Ba/F3 V617F tox: reduce viability of Ba/F3 cells dependent on JAK2V617F. inhibition, % at 5.6 µM. actives 1.1% (n = 220,000). Ba/F3 EpoR-JAK2V617F viability, ATP luminescence;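 active = inhibition above the campaign mean plus 3 SD over all tested compounds, cut at about 24% in these data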;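 note: cytokine-independent growth of Ba/F3 cells driven by EpoR plus mutant JAK2; 0% = DMSO-treated cells and 100% = JAK inhibitor I control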
EP2 modulator: modulators of human EP2 prostaglandin E2 receptor; actives 0.83% (n = 260,000); P43116; induction, % at 25 µM; EP2-expressing cells, cAMP HTRF FRET, PGE2 co-stimulation;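 active = compounds whose cAMP rise, as percent of the full-agonist control response, exceeds 60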;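 note: rat C6 glioma line stably carrying human EP2 under a CMV promoter; the protocol text gives 20 µM as final concentration; 100% = response of wells given 1 µM PGE2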
PERK inhibitor: blocks human PERK kinase; actives 0.17% (n = 220,000); CHO PERK-DD fusion, SEAP luminescence translation reporter; inhibition, % at 5.6 µM;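 active = inhibition above the mean inhibition of all tested compounds plus 3 SD, set separately per screening campaign, cut at about 2.9% in these data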;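 note: PERK kinase domain activated by AP20187 dimerizer at 100 nM; 0% = DMSO with dimerizer and 100% = rapamycin at 8.4 µM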
Target sequence (Q9NZJ5 whole entry, looked up, the tested form may be a part): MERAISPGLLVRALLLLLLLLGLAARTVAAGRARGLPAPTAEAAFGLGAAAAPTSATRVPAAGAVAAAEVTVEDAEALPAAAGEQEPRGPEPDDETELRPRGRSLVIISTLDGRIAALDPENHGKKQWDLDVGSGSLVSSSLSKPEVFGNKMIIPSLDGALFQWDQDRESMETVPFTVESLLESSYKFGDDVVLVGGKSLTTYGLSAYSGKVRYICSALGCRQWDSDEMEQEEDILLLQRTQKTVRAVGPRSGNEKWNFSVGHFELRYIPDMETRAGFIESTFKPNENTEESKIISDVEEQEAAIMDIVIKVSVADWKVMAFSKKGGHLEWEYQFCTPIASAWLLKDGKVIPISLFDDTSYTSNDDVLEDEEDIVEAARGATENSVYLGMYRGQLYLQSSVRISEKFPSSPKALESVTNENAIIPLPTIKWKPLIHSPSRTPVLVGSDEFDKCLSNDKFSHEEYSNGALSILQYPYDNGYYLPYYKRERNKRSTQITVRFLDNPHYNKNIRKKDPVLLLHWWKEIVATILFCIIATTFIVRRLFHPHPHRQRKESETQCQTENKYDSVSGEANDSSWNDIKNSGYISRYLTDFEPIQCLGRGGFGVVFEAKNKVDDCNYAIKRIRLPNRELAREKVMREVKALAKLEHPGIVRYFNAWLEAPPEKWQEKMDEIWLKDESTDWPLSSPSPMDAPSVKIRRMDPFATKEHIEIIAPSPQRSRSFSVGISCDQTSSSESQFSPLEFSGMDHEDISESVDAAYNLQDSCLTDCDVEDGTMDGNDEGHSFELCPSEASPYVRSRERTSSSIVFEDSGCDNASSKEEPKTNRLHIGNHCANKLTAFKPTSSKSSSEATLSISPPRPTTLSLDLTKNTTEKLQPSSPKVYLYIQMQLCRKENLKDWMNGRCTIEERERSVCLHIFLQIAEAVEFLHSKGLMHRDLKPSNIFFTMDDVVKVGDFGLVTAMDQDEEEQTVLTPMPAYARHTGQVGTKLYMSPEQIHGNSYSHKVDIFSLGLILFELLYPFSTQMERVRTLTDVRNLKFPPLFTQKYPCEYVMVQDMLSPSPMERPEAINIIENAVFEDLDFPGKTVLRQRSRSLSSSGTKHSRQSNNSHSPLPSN
S1P4 ag: agonists of human S1P4 receptor; actives 0.35% (n = 220,000); S1P4-expressing cell line, agonist reporter assay; activation, % at 4.98 µM; in the data active = activation above about 11%;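 note: 0% = DMSO vehicle and 100% = reference agonist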
TRPN1 ag: activates the zebrafish TRPN1 channel. HEK293 zebrafish TRPN1-YFP, Fluo-8 calcium fluorescence; 100% = response to 87 µM carbachol. activation, % at 3 µM. actives 0.18% (n = 220,000);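 active = activation above its plate's cutoff, the mean activation of test wells on that plate plus 3 SD, cut at about 19% in these data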;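 note: 0% = DMSO alone and 100% = 87 µM carbachol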
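Control set: carbachol 87 µM as high control, DMSO as low control; system: HEK293 stable line with zebrafish TRPN1-YFP; read-out: % activation versus carbachol response; detection: intracellular calcium fluorescence with Fluo-8; doses: single test compound dose, 3 µM nominal, 0.3% DMSO; schedule: dye 1 h 37 °C plus 30 min RT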
BaF3 tox: reduces parental Ba/F3 cell viability, JAK2V617F counter-screen; CellTiter-Glo ATP luminescence; inhibition, % at 5.6 µM; AID 1486; actives 1.1% (n = 220,000);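 active = inhibition above a per-campaign cutoff, the mean inhibition of all tested compounds plus 3 SD, cut at about 27% in these data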;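 note: 0% = DMSO wells and 100% = JAK Inhibitor I control wells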
S1P4 antagonist: antagonists of human S1P4 receptor; O95977; S1P4-expressing cells, antagonist mode, reporter read-out; inhibition, % at 4.98 µM; actives 0.26% (n = 220,000); in the data active = inhibition above about 29%;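 note: 0% = wells stimulated with agonist and 100% = vehicle wells without agonist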
Calpain2 inh: inhibitors of pig calpain II; purified calpain II, fluorogenic peptide substrate, 30 min; inhibition, % at 16 µM; actives 0.37% (n = 220,000); AID 1236;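 active = inhibition above about 50%, limit read from the data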
TRPML3 agonist: activates the human TRPML3 channel | HEK293 TRPML3-YFP, Fluo-8 calcium fluorescence; 100% = the carbachol control signal | Q8TDD5 | activation, % at 3 µM | actives 0.29% (n = 220,000);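 active = activation above its plate's cutoff, the mean activation of the plate's test wells plus 3 SD, cut at about 12% in these data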;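 note: 0% = DMSO only wells and 100% = carbachol wells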
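Material: TRPML3-YFP stable HEK293 cells | Dosing: One concentration, 3 µM nominal, 0.3% DMSO | Timing: 125 s total fluorescence read per well | Technique: Fluo-8 calcium dye fluorescence, ex 470-495, em 515-575 nm | Measure: Percent activation from peak-to-basal fluorescence ratio, scaled between DMSO and carbachol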
Numbers without * were called inactive.

SMILES | Ba/F3 V617F tox | EP2 modulator | PERK inhibitor | S1P4 ag | TRPN1 ag | BaF3 tox | S1P4 antagonist | Calpain2 inh | TRPML3 agonist
Cn1ccnc1SCC(=O)c1ccc(Br)cc1 | 0 | 9 | 1.4 | -1.4 | 0.4 | 3 | 8 | 18 | 0.0
CNC(=S)N(CCc1c(C)[nH]c2ccc(OC)cc12)Cc1cc(OC)c(OC)c(OC)c1 | 2 | 4 | -0.8 | -0.3 | -1.3 | 7 | 4 | -23 | -0.6
CCC(c1nnc(SCC(=O)Nc2cccc(S(N)(=O)=O)c2)n1Cc1ccccc1)N(C)C (configuration not stated) | 2 | -17 | 0.1 | 0.2 | 1.1 | -9 | -7 | -12 | 0.1
C=CCNC(=O)C(=O)NCC1CCCN1CC (configuration not stated) | -2 | 28 | 1.5 | 1.2 | 1.4 | 3 | 0 | -25 | 1.0
O=C(OCC(=O)c1c[nH]c2ccccc12)C1=COCCO1 | -2 | -16 | 1.0 | 0.5 | -0.8 | 5 | -15 | 12 | 0.4
CC1SC(=Nc2ccccc2)N(S(=O)(=O)c2ccccc2)C1=O (configuration not stated) | 0 | 45 | 0.2 | 1.2 | -0.4 | 3 | -1 | 17 | -0.9
Cc1noc(NS(=O)(=O)c2ccc(NC(=O)c3cnc4scc(C)n4c3=O)cc2)c1C | -2 | 6 | 0.8 | 0.1 | 1.2 | 1 | -1 | 16 | -0.2
CCOc1cc(S(=O)(=O)NCc2ccc3c(c2)OCO3)ccc1F | 0 | 5 | 1.6 | 0.1 | 1.0 | 8 | -6 | -24 | 2.1
COc1cc(CNCCO)cc(Cl)c1OCc1ccc(Cl)cc1Cl | 5 | -35 | -2.1 | 4.3 | 2.0 | 5 | 31* | 31 | 3.9
CC1(C)CCCC2=C1CC1C(=O)N(N)C(=O)C1C2 (configuration not stated) | -3 | -1 | -0.1 | -2.7 | 0.4 | -2 | -3 | -8 | 0.2
Cc1cc(C)nc(SCc2cn3c(C)cccc3n2)n1 | 0 | -17 | 0.6 | 1.7 | 0.0 | 0 | 3 | -1 | 0.4
COc1cc(COCC(O)CN2CCN(Cc3ccc4c(c3)OCO4)CC2)cc(OC)c1OC (configuration not stated) | 2 | 5 | 0.3 | -0.2 | -0.4 | 3 | -19 | 16 | 1.1
Cc1c(C#N)c2ccccc2n1CC(=O)NC(C)c1ccccc1 (configuration not stated) | -2 | 5 | 0.0 | 1.2 | 0.6 | 4 | -7 | -19 | 0.5
COc1cccc(N2CC(=O)N(NC(=O)c3sc4nc(C)cc(C)c4c3N)CC2=O)c1 | -2 | 15 | -1.0 | 1.3 | 0.8 | 0 | -3 | -312 | 0.0
COc1ccc(C2C(C(C)=O)=C(C)Nc3ncnn32)cc1OC (configuration not stated) | -2 | 23 | 1.5 | -0.1 | 0.9 | 3 | -11 | -1 | 1.0
Cc1ccc(N(C=NC#N)CC(=O)N2CCN(c3ccccc3)CC2)cc1 | -1 | 13 | -1.4 | 1.4 | 0.2 | 1 | -19 | -1 | 0.5
C/C=C/c1cc(CN2CCN(c3ccccc3)CC2)c(O)c(OC)c1 | 2 | 22 | 0.2 | -1.6 | -0.1 | 6 | -16 | 21 | -0.3
CN(C(=O)COC(=O)c1ccccc1Nc1ccccc1)C1CCS(=O)(=O)C1 (configuration not stated) | -4 | 23 | -0.8 | 0.8 | -1.0 | 1 | -9 | -17 | -1.1
O=C(CC1CCCCC1)Nc1nc2ccccc2s1 | 1 | -24 | -0.9 | 1.4 | 0.5 | 2 | -4 | -19 | 0.2
CCn1cc(/C=C(\NC(=O)c2ccc(OC)c(OC)c2)C(=O)NCCCO)c2ccccc21 | -1 | -18 | -0.4 | 0.4 | -0.5 | 1 | 2 | 23 | 0.0
CCN=C1SC(CC(=O)NCC)C(=O)N1CC (configuration not stated) | -3 | 10 | 1.2 | -5.8 | 0.0 | 2 | -15 | 22 | 0.7
COc1ccc(Nc2nc3ccccc3nc2NS(=O)(=O)c2ccc(NC(C)=O)cc2)cc1 | -3 | -4 | -0.5 | 2.6 | 0.3 | 0 | -17 | -2 | 1.2
CC(C)C(=O)NCCc1nc2ccccc2n1CCOc1ccccc1 | -2 | 0 | 0.7 | 2.4 | 0.6 | 1 | -2 | 2 | -1.0
Cc1cc(C)c(S(=O)(=O)Nc2cc(SCC(=O)O)c(O)c3ccccc23)cc1C | 1 | -4 | 1.4 | 1.0 | 1.2 | 11 | 0 | -25 | 1.4
NC(=O)C1CCN(C(=S)c2ccc(-c3ccc(Br)cc3)o2)CC1 | 3 | -62 | -0.1 | 0.9 | -1.8 | 2 | -7 | -8 | 0.0

Exported with values under each structure: part of the list above
Below each SMILES – Ba/F3 V617F tox	EP2 modulator	PERK inhibitor	S1P4 ag	TRPN1 ag	BaF3 tox	S1P4 antagonist	Calpain2 inh	TRPML3 agonist
> CCn1cc(/C=C(\NC(=O)c2ccc(OC)c(OC)c2)C(=O)NCCCO)c2ccccc21
→ -1	-18	-0.4	0.4	-0.5	1	2	23	0.0
> CCN=C1SC(CC(=O)NCC)C(=O)N1CC (configuration not stated)
→ -3	10	1.2	-5.8	0.0	2	-15	22	0.7
> COc1ccc(Nc2nc3ccccc3nc2NS(=O)(=O)c2ccc(NC(C)=O)cc2)cc1
→ -3	-4	-0.5	2.6	0.3	0	-17	-2	1.2

Carrying on.
SMILES | Ba/F3 V617F tox | EP2 modulator | PERK inhibitor | S1P4 ag | TRPN1 ag | BaF3 tox | S1P4 antagonist | Calpain2 inh | TRPML3 agonist
NS(=O)(=O)c1cccc(NC(=O)COC(=O)/C(=C/c2cccs2)c2cccs2)c1 | -4 | 4 | 0.9 | -0.9 | 1.3 | -1 | -15 | -57 | 0.0
CCOC(=O)c1nn(-c2cccc(Cl)c2)c(C)c1C(C)=O | -2 | 16 | 1.1 | -0.1 | -0.1 | 1 | -6 | -11 | -0.6
CCOC(=O)c1cccc(S(=O)(=O)N(CCO)Cc2cc3cc(OC)c(OC)cc3[nH]c2=O)c1 | -2 | 24 | 1.1 | 0.1 | 1.4 | -4 | -4 | 2 | 0.9
COc1ccc(CCNC(=O)Cn2c(-c3nonc3N)nc3ccccc32)cc1OC | 1 | -6 | -1.0 | 0.0 | -0.1 | 3 | 5 | -2 | -0.4
CCN(CC)c1ccc(Nc2nc(N3CCOCC3)c3ccccc3n2)cc1 | 6 | -5 | -1.1 | 0.1 | -2.0 | 13 | -1 | 2 | 0.5
CC(=C/c1ccccc1)/C=N/NC(=O)c1cnccn1 | -3 | -12 | 0.7 | -2.3 | -0.5 | 5 | -4 | 10 | 0.7
CC(=O)C1C(c2ccc(Cl)cc2)c2c(n[nH]c2C)CC1(C)O (configuration not stated) | 2 | 8 | 1.1 | 1.0 | -1.1 | 5 | 3 | 18 | 0.1
CCS(=O)(=O)Nc1ccc(Cc2ccc(NS(=O)(=O)CC)cc2)cc1 | -2 | -31 | 0.9 | 0.2 | 3.0 | 5 | -4 | -18 | 2.3
O=C1CCCCCCC1Sc1ccccc1[N+](=O)[O-] (configuration not stated) | 2 | 33 | -0.3 | -0.8 | 0.7 | 4 | 6 | 1 | 0.1
CCOc1ccc(Br)cc1S(=O)(=O)Nc1cccc(S(=O)(=O)N(C)C)c1 | -4 | -13 | 0.6 | -0.1 | 0.2 | 1 | -9 | 3 | 1.4
Cc1cccc(C)c1OCC(=O)N1CC2(C)CC1CC(C)(C)C2 (configuration not stated) | 1 | 5 | -0.8 | 1.2 | -0.5 | 5 | 5 | -16 | 5.2
COc1ccc(/C=C/C(=O)OC2CCCCC2CN(C)C)cc1 (configuration not stated) | 1 | -7 | -0.8 | -2.0 | 4.6 | 5 | 14 | 21 | 1.0
N#CCCN(C(=O)COC(=O)c1cccc(S(=O)(=O)Nc2ccc([N+](=O)[O-])cc2)c1)c1ccccc1 | -3 | 6 | 1.1 | 0.8 | 2.3 | -1 | -1 | -6 | 0.6
CCOC(=O)c1c(NC(=O)CN2CCCCC2)sc2c1CCC(C=O)=C2Cl | -5 | 24 | 1.3 | 0.1 | 2.5 | -2 | -3 | -5 | -0.7
CCC(C)Nc1c([N+](=O)[O-])cc(C)cc1[N+](=O)[O-] (configuration not stated) | -2 | 14 | -0.7 | 0.3 | 0.0 | 4 | -6 | -20 | 0.4
CN(CC(=O)Nc1ccccc1C(F)(F)F)C(=O)COc1cccnc1[N+](=O)[O-] | -3 | 9 | 0.4 | 1.0 | 1.2 | 2 | 1 | -12 | 1.1
Cc1cc(C)c2nc(NC(=O)C3CCCO3)sc2c1 (configuration not stated) | -2 | 18 | -0.8 | 0.5 | -1.0 | 2 | -9 | -5 | 0.2
O=C(CCc1n[nH]c(=O)[nH]c1=O)N1CCOCC1 | -2 | 32 | -0.2 | -0.7 | 0.4 | 9 | -4 | -1 | 1.7
CCn1c(CC(=O)Nc2ccc(C)c(Cl)c2)nnc1SCC(=O)Nc1nc(C)cs1 | -2 | 3 | 1.3 | -2.4 | -0.9 | 4 | 6 | -10 | 0.6
O=C(Nc1ccccc1)NC1CCN(Cc2c(F)cccc2Cl)CC1 | -3 | -40 | 0.2 | -1.9 | 0.9 | 2 | 13 | 9 | 0.9
COc1ccc(-n2ncc3c(Nc4cccc(C)c4)ncnc32)cc1 | 0 | 6 | 1.1 | 1.0 | 2.8 | 7 | -2 | 2 | 1.6
CCOC(=O)N1CCC(NC(=O)c2ccc3c(c2)N(Cc2ccccc2)CCS3)CC1 | -2 | 15 | 0.0 | -0.1 | 0.9 | 1 | -13 | -480 | 0.5
Cc1ccc(-c2noc(CN(C(=O)c3cccs3)C(C)C)n2)cc1 | -6 | 25 | 0.1 | 0.7 | 0.8 | -1 | -24 | -3 | -0.3
Cc1nc2ccc(S(=O)(=O)c3ccc4nc(C)[nH]c4c3)cc2[nH]1 | -2 | 25 | 1.7 | 0.9 | 0.5 | 0 | -9 | 21 | -0.1
COc1c(N2CCN(C(=S)Nc3ccccc3F)C(C)C2)c(F)cc2c(=O)c(C(=O)O)cn(C3CC3)c12 (configuration not stated) | -1 | -16 | 1.9 | 1.2 | 2.0 | -6 | -1 | -20 | 0.1
COC(=O)c1cc2c(ccn2-c2ccc(F)cc2)n1C(C)C | -2 | 36 | 0.2 | 0.0 | -1.1 | -3 | -14 | -1 | -1.1
Cc1ccc(S(=O)(=O)NCC(=O)OCC(=O)NCc2ccc(F)cc2)cc1 | 3 | 12 | 0.6 | 0.0 | -0.7 | 6 | -2 | 9 | 0.4
O=[N+]([O-])c1cccc2c(N3CCCC3)ccnc12 | 2 | -26 | 1.0 | 0.0 | 3.2 | 2 | 6 | 15 | 2.3
COc1ccc(OCCn2cc(/C=N/NC(=O)c3ccncc3)c3ccccc32)cc1 | -6 | -7 | -0.8 | -2.5 | 0.6 | 4 | -3 | -10 | 0.4

Given field by field: part of the list above
COc1ccc(CCNC(=O)Cn2c(-c3nonc3N)nc3ccccc32)cc1OC
  Ba/F3 V617F tox: 1
  EP2 modulator: -6
  PERK inhibitor: -1.0
  S1P4 ag: 0.0
  TRPN1 ag: -0.1
  BaF3 tox: 3
  S1P4 antagonist: 5
  Calpain2 inh: -2
  TRPML3 agonist: -0.4

CCN(CC)c1ccc(Nc2nc(N3CCOCC3)c3ccccc3n2)cc1
  Ba/F3 V617F tox: 6
  EP2 modulator: -5
  PERK inhibitor: -1.1
  S1P4 ag: 0.1
  TRPN1 ag: -2.0
  BaF3 tox: 13
  S1P4 antagonist: -1
  Calpain2 inh: 2
  TRPML3 agonist: 0.5

Source: PubChem BioAssay
